Screening results (PubChem)
KCNH2 WT inh = qHTS for Inhibitors of KCHN2 3.1: Wildtype qHTS | Voltage-gated inwardly rectifying potassium channel KCNH2 (Homo sapiens), Q12809 | U2OS, BacMam KCNH2, thallium flux FluxOr; hits give low values | activity change, % at 1.84 µM | 340,000 compounds, 0.37% hits | AID 720551, 2013;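 active = maximum activity change below -70%; inconclusive = maximum activity change between -70% and -50%; inactive = maximum activity change above -50%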
Target sequence (Q12809 whole entry, looked up): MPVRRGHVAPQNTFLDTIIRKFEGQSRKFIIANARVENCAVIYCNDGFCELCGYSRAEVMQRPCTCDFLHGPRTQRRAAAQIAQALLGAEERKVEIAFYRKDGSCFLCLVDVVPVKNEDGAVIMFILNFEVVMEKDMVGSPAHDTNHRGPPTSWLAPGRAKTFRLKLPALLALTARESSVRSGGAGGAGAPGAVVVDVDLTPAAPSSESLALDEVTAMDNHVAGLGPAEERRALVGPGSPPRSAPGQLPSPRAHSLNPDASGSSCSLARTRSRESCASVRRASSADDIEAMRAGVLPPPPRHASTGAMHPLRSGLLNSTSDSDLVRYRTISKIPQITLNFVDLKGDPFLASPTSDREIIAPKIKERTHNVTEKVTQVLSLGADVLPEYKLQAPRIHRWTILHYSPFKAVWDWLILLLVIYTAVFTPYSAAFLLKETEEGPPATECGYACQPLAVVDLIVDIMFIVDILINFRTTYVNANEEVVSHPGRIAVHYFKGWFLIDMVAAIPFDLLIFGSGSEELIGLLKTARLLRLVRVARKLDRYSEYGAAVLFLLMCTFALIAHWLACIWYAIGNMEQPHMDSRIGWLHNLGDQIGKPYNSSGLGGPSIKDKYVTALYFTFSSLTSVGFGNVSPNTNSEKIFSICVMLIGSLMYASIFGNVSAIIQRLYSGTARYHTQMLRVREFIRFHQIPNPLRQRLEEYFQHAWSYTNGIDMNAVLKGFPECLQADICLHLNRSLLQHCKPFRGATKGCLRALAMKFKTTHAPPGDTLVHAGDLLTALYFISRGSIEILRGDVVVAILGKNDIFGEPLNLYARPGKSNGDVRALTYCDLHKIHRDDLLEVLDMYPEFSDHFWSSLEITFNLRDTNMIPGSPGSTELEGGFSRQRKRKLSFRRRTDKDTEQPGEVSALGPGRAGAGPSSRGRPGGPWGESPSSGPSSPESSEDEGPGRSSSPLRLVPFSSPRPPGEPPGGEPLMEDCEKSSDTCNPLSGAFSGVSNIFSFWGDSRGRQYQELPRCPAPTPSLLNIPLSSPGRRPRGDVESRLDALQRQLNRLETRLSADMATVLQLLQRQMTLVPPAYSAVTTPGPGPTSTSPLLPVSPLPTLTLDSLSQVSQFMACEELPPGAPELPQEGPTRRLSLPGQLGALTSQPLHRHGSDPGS
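U2OS cells were transduced with wild-type KCNH2 virus (2.03 x 10^8 / mL) for 4 h at room temperature, then cultured overnight at 37 C. Thallium flux was read with FluxOr dye. Rate constants were normalized to DMSO controls.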
Giardia kill = Small Molecules that selectively kill Giardia lamblia: qHTS; 340,000 compounds, 0.15% hits; AID 540267, 2011; Giardia lamblia trophozoite viability; activity change, % at 7.66 µM, hits read low; in the data active = activity change below about -80%; inconclusive = between about -30% and that limit;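 note: parasites exposed to compound for two days anaerobically before the ATP read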
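Trophozoite viability was measured as ATP-dependent luminescence, read 15-30 min after reagent addition. Before that, parasites at 100 cells/well were exposed to compounds for 48 h, anaerobically, at 37 deg C.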
KCNH2 3.1 inh = qHTS for Inhibitors of KCHN2 3.1: Mutant qHTS. activity change, % (tested at about 1.8 µM). Potassium voltage-gated channel subfamily H member 2, brain isoform KCNH2 3.1 (human). 340,000 compounds, 0.95% hits. U2OS KCNH2 3.1, thallium flux FluxOr; hits give low values. AID 720553, 2013;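 active = maximum activity change below -70%; inconclusive = maximum activity change from -70% to -50%; inactive = maximum activity change above -50%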;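 note: thallium influx rate constant from kinetic fluorescence after stimulation buffer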
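U2OS cells transduced with KCNH2 3.1 mutant virus (1.77 x 10^8 /mL, 4 h), plated overnight at 37 C, loaded 45 min with FluxOr dye plus Red40 quencher. Thallium flux rate constant from kinetic reads after stimulation buffer, normalised to controls.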
Numbers without * were called inactive; ? = inconclusive; [ ] = dose if it differs, or a comment. % is set by controls: 0 for no effect and ±100 for the full control effect. Not all compounds are listed, so the mix of outcomes need not match the whole.

Screens in order: KCNH2 WT inh	Giardia kill	KCNH2 3.1 inh
- O=C(N1CCc2cc(S(=O)(=O)NC[C@H]3O[C@@H](n4ccc(=O)[nH]c4=O)[C@H](O)[C@@H]3O)ccc2C1)C(F)(F)F
→ -1	-8	1
- CCN(C(=S)NC(=O)Cc1ccc(OC)cc1)c1ccccc1
→ 3	0	17
- Cc1ccc2nc(Cl)c(/C=N/NC(=O)CN3CCOCC3)cc2c1
→ -5	13	6
- CC1=NN(c2ccccc2C)C(=O)C1
→ 2	7	-6
- C#CCOCCOCCOCCNc1nc(N2CCN(C(=O)[C@H](CO)n3cc([C@@H](N)C(C)C)nn3)CC2)nc(N2CCN(C(=O)[C@H](CO)n3cc([C@@H](N)C(C)C)nn3)CC2)n1
→ -7	-14	-27
- COc1cccc(C=NNC(=O)c2ccncc2)c1O
→ -3	5	12
- CC(C)(C)OC(=O)N(Cc1ccccc1)Cc1cccc(OCc2cccc(NC(=O)C3CC3)c2)c1
→ -9	4	12
- COc1cc(S(=O)(=O)N(Cc2cccs2)C2CC2)ccc1-n1cnnn1
→ 2	-22	-15
- O=C(/C=C/c1ccc(Cl)cc1)N1CCN(CCN2C(=O)c3cccc4cccc(c34)C2=O)CC1
→ 12	-8	-12
- Cc1[nH]c(=O)c(C#N)c(C)c1CSc1ncccn1
→ -5	-17	0
- COc1cc2ccccc2cc1C(=O)N1CC(C)OC(C)C1 (stereo not drawn)
→ -13	-10	15
- COc1cc(C2C3=C(COC3=O)Oc3cc4c(cc32)OCO4)ccc1O (stereo not drawn)
→ 0	-4	-1
- CN(C)CCCNC(=O)C(=O)NCC1OCCN1S(=O)(=O)c1cc(F)ccc1F (stereo not drawn)
→ -2	-1	-12
- c1cnc2ccc3c(c2c1)COCO3
→ 15	9	0
- COc1cccc(OC)c1C(=O)NCCc1ccccc1
→ 9	-16	1
- O=C(Nc1ccccc1)OCC1COC(c2ccccc2)(c2ccccc2)O1 (stereo not drawn)
→ -13	-9	-9
- Cc1ccc(C(C)(c2ccc(N)cc2)c2ccc(N)cc2)cc1
→ 5	-17	-10
- Cc1cc(Cl)ccc1C(=O)C1CCCN(C(=O)c2ccsc2)C1 (stereo not drawn)
→ 6	-6	20
- O=C1CC(C(=O)O)NC(=S)N1 (stereo not drawn)
→ -2	17	24
- Cc1cc(C)c(CC(=O)c2ccccc2)c(C)c1
→ -14	19	-3

Copied from the listing (two entries):
Screens in order: KCNH2 WT inh	Giardia kill	KCNH2 3.1 inh
- Cc1ccc2nc(Cl)c(/C=N/NC(=O)CN3CCOCC3)cc2c1
→ -5	13	6
- CC1=NN(c2ccccc2C)C(=O)C1
→ 2	7	-6

(cont.)
Screens in order: KCNH2 WT inh	Giardia kill	KCNH2 3.1 inh
- O=C1C=CC(=O)N1Cc1cccnc1
→ -1	11	4
- N#Cc1c(N)c(C(=O)c2ccccc2)n2ccccc12
→ -9	-1	6
- CCOc1ccccc1C1c2cc3c(cc2OC(C)(N2CCCC2)C1C)OCO3 (stereo not drawn)
→ -6	6	-6
- COc1cc(C(=O)CCc2ccc3c(c2)OCO3)cc(OC)c1OC
→ -7	-3	19
- Cc1cc(NC(=O)NC(=O)c2ccccc2NC(=O)C(C)N)ccc1Oc1ncc(Br)cn1 (stereo not drawn)
→ -6	16	11
- CCO[C@H]1OC(C(=O)NCc2nc3ccccc3[nH]2)=C[C@@H](c2ccc(Br)cc2)[C@@H]1CCCO
→ 20	-18	-13
- CC(C)CCNC(=O)C1CC(c2ccccc2[N+](=O)[O-])=NO1 (stereo not drawn)
→ -2	2	-13
- O=C(Cn1cc(COc2c(F)c(F)cc(F)c2F)nn1)c1ccc(O)cc1
→ 45	-14	0
- CC(C)(C)OC(=O)N(Cc1ccccc1)Cc1ccccc1OCc1cccc(NC(=O)C2CCC2)c1
→ -7	19	-11
- COc1ccc(C(=O)NCC(C)(c2ccccc2)c2ccccc2)cc1S(=O)(=O)N1CCOCC1
→ -3	-17	-6
- Clc1nccc(NCc2ccccc2)n1
→ -11	-23	-11
- COc1cc(N)c2ncccc2c1OC
→ 1	12	7
- Cc1c(C(=O)O)sc(S(=O)(=O)N2CCN(C(=O)Cc3ccc(Cl)cc3)CC2)c1C(=O)O
→ -3	-19	-10
- CC(C)Cn1cc(C(=O)NCCCN2CCC(C)CC2)c2c3ccccc3n(C)c2c1=O
→ 4	8	15
- C[C@]12CCC[C@H](O1)c1c(cc3c(c1O)C(=O)c1c(O)cc(O)cc1C3=O)O2
→ -1	-23	-8
- COc1ccc(C(=O)N/C(=C\c2ccccc2)C(=O)Nc2ccccc2C(=O)O)cc1
→ -4	-7	15
- COC(=O)Cn1c(CN2CCN(c3ccccc3F)CC2)nc2c1c(=O)n(C)c(=O)n2C
→ -12	11	4
- C#CCOCCOCCOCCNc1nc(N2CCN(C(=O)Cn3cc(CCCCN)nn3)CC2)nc(N2CCN(C(=O)[C@H](Cc3ccc(O)cc3)n3cc(CCO)nn3)CC2)n1
→ -8	0	44
- O=C1C[C@@H]2c3c(cccc3CN1Cc1ccc(Br)cc1)C[C@@H](O)[C@H]2O
→ -11	5	6
- Cn1c(=O)c2c(nc(CN3CCN(c4cccc(Cl)c4)CC3)n2CCc2ccccc2)n(C)c1=O
→ -4	14	7
- O=C(COC(=O)c1c(Cl)cccc1Cl)NCC1CCCO1 (stereo not drawn)
→ 0	4	25
- CC1=C(n2ccnc2)CCC1=O
→ -11	10	3
- CCN(CC)S(=O)(=O)c1cc(NC(=O)Cc2ccc(S(=O)(=O)N3CCOCC3)s2)ccc1Cl
→ 1	-17	-37
- O=C1NCC(Nc2ccc(Br)cc2)C(=O)N1 (stereo not drawn)
→ -11	7	3
- CC(=NNc1ccc([N+](=O)[O-])cn1)c1ccc(N)cc1
→ -20	-7	-13
- Cc1cc(=O)[nH]c(SCc2ccc(Cl)cc2)n1
→ 3	-11	26
- O=C(/C=C/c1ccccc1)CCN1CCCCC1
→ 1	13	-15
- COc1cc(OC)c(N(C)S(=O)(=O)c2cccc(C(=O)OCC(=O)N(C)Cc3ccccc3)c2)cc1Cl
→ 4	-16	-5
- O=C(NCc1cc(C(F)(F)F)cc(C(F)(F)F)c1)C1CC(c2ccccc2F)=NO1 (stereo not drawn)
→ -28	3	-17
- CN(CC(=O)Nc1ccccc1Cl)C(=O)c1cc2c(s1)CCCCC2
→ -1	-10	-3
- C[C@]12CCC(=O)C=C1C=CC1C2CC[C@@]2(C)C1CC[C@@]21CCC(=O)O1 (stereo partly drawn)
→ 1	-17	5
- CC1(C)S[C@@H]2C(C(=O)OCc3ccccc3)NC(=O)N2C1C(=O)OCc1ccccc1 (stereo partly drawn)
→ 2	-28	10
- COc1cc(-c2cc(O)c(-c3ccc4ccccc4n3)c(=O)[nH]2)cc(OC)c1OC
→ -8	-2	-19
- Cc1cccc(NC(=O)CN2CCN(C(=O)CN3C(=O)NC4(CCCCC4C)C3=O)CC2)c1C (stereo not drawn)
→ 1	3	1
- CC(C)=CCc1c(-c2ccc(O)cc2O)oc2cc3c(c(O)c2c1=O)C=CC(C)(C)O3
→ 0	8	13
- CC(C)(C)OC(=O)N(Cc1ccccc1)Cc1ccc(OCc2cccc(NC(=O)C3CC3)c2)cc1
→ -4	-1	3
- O=C(COC(=O)c1nc(Cl)ccc1Cl)Nc1cccc(S(=O)(=O)N2CCOCC2)c1
→ -13	-17	-16
- Cn1c(-c2ccc(C#N)cc2)c(C#Cc2ccccc2)c2ccccc21
→ 3	-5	-13
- COc1ccc(OC)c(S(=O)(=O)N2CCN(C(=O)CCc3ccccc3)CC2)c1
→ 5	-19	7
- O=C1NC(=S)SC1=Cc1cccs1
→ 1	6	15
- O=C(Nc1ccccc1Sc1ccccc1)c1ccccc1F
→ 5	-14	4
- COc1ccc(CNC(=O)c2ccc(N3CCC4(CC3)CC(c3ccc(Cl)cc3)=NO4)c([N+](=O)[O-])c2)cc1
→ 0	-16	-26
- COc1cc2sc3ccc(-c4ccc5[nH]ccc5c4)cc3c(=O)c2cc1OC
→ -3	-7	21
- CN(C)CCNc1ccc2ncn3c4ccc(O)cc4c(=O)c1c23
→ -1	11	-6
- N#CCCN1CCN(CCC#N)c2ccccc21
→ 2	-8	13
- Cc1n[nH]c(C)c1NC(=O)CN1CCN(S(=O)(=O)c2ccc(C(F)(F)F)cc2)CC1
→ -9	2	-9
- Oc1[nH]c2ccccc2c1N=Nc1c(F)c(F)c(F)c(F)c1F
→ 1	-2	-15
- CCOc1nc(-c2ccccc2)ccc1-c1noc(-c2ccc(OC)c(OC)c2)n1
→ -7	41[activator]	-28
- CC(=O)Nc1ccc(NC(=O)c2cc(S(=O)(=O)N3CCCCC3)ccc2N2CCOCC2)cc1
→ -5	-1	-3
- CC(C)=C1CCC(C)CC1=NNC(N)=S (stereo not drawn)
→ -9	5	-2
- CCN1CCN(S(=O)(=O)c2ccc(Cl)c(C(=O)N(CC(C)C)C3CCS(=O)(=O)C3)c2)CC1 (stereo not drawn)
→ 2	-15	0
- CCOC(=O)CSCc1csc(CC(=O)Nc2ccccc2C)n1
→ -13	-29	-13
- O=C(NNc1ccc([N+](=O)[O-])cn1)Nc1ccc(N=Nc2ccccc2)cc1
→ 9	11	13
- O=C(NCC1CCCO1)c1ccc(NC(=O)c2ccc(Br)cc2)cc1 (stereo not drawn)
→ 1	-15	2
- CCc1ccc(C2C(=O)c3ccccc3C2=O)cc1
→ 2	-29	6
- Cc1ccc(C2=NOC(=O)/C2=C\c2ccccc2)cc1
→ -11	-21	-25
- COc1ccc(Nc2nc(-c3cccs3)nc3ccccc23)cc1S(=O)(=O)N1CCOCC1
→ 7	10	1
- Nc1ccc(Sc2ccccc2)nc1
→ -6	-12	2
- CCCCN1CC(=O)N2[C@@H]3c4cc(Br)ccc4OC[C@@H]3[C@H](C(=O)OCC)[C@]2(C)C1=O
→ -10	6	11
- COc1ccc(C(CNC(=O)CCNS(=O)(=O)c2ccc(Br)cc2)N2CCOCC2)cc1 (stereo not drawn)
→ 20	-7	2

Compound profiles, as listed above. Order of screens: KCNH2 WT inh | Giardia kill | KCNH2 3.1 inh
COc1ccc(Nc2nc(-c3cccs3)nc3ccccc23)cc1S(=O)(=O)N1CCOCC1 as listed: 7 | 10 | 1
CCOc1nc(-c2ccccc2)ccc1-c1noc(-c2ccc(OC)c(OC)c2)n1 as listed: -7 | 41[activator] | -28

(continued)
Screens in order: KCNH2 WT inh	Giardia kill	KCNH2 3.1 inh
- O=C(CSCc1ccc(Br)cc1)Nc1ccccc1C(=O)N1CCOCC1
→ 5	12	3
- Cc1cc(C)nc(NC2=N[C@@H]3CCCC[C@H]3N2C(=O)Nc2cc(Cl)cc(Cl)c2)n1
→ 0	-4	-9
- c1ccc(-c2nn(-c3ccccc3)[n+](-c3ccccc3)n2)cc1
→ 13	4	6
- Cc1[nH]oc(=O)c1N=Nc1ccc2[nH]c(=O)[nH]c2c1
→ -11	20	-20
- CN(C)c1ccc(N2[C@@H](CC(=O)O)c3cc(C(F)(F)F)ccc3S2(=O)=O)cc1
→ 15	?	1
- CCON1C(=O)C2(CCCCC2)C(=O)C12C=CCCC2 (stereo not drawn)
→ 7	-21	-10
- Cn1cc(C(=O)C(=O)N2CCCCC2)c2ccccc21
→ 3	2	-5
- CC1(C)Oc2cc3oc(-c4cc(O)cc(O)c4)cc3cc2CC1O (stereo not drawn)
→ -6	?	13
- COc1ccccc1CNCCS(=O)(=O)NCc1ccccc1
→ 28	10	10
- O=C(Nc1ccc(NC(=S)NC(=O)c2ccccc2Cl)cc1)c1cccc(Cl)c1
→ -14	-20	-13
- CCOc1ccc(C2=CC(c3ccccc3)n3ncnc3N2)cc1 (stereo not drawn)
→ 1	-6	-10
- CCc1nnc(NC(=O)c2ccc3c(c2)C(=O)N(CC)C3=O)s1
→ 3	?	9
- CCCSc1nc2c([nH]1)c(=O)n(C)c(=S)n2C
→ 2	3	8
- Cc1c(NS(=O)(=O)c2cccc(C(=O)Nc3ccc(SC(F)F)cc3)c2)c(=O)n(-c2ccccc2)n1C
→ -6	24	-24
- COC(=O)[C@@](C)(O)C1(C(=O)SC(C)(C)C)CC1
→ -5	-4	18
- Oc1c(Cl)c(Cl)c2ncccc2c1Cl
→ -1	-13	-12
- Cc1cc(C)c(C(=O)c2cccs2)c(C)c1
→ 4	-5	-1
- CCOC(=O)C(C(=O)OCC)C(c1ccccc1)N1CCN(c2ccccc2)CC1 (stereo not drawn)
→ 2	11	6
